# Source: PubChem BioAssay
# APE1 inh: qHTS Assay for Inhibitors of the Human Apurinic/apyrimidinic Endonuclease 1 (APE1). DNA repair nuclease/redox regulator APEX1 (Homo sapiens), P27695. recombinant APE1, TAMRA/BHQ-2 abasic DNA cleavage fluorescence. Potency, µM (series often up to 65.8 µM), for inactives: at the highest dose activity change, negative = inhibition, usual class: inhibitors. hit rate 0.35% among 350,000. AID 2517, 2012;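 also: potency is read from the fitted curve at half-maximal effect; plate controls were vehicle for no effect and reference inhibitor for full effect; nearly all actives have a fitted effect of over 55% in size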
# Target sequence (P27695 whole entry, looked up): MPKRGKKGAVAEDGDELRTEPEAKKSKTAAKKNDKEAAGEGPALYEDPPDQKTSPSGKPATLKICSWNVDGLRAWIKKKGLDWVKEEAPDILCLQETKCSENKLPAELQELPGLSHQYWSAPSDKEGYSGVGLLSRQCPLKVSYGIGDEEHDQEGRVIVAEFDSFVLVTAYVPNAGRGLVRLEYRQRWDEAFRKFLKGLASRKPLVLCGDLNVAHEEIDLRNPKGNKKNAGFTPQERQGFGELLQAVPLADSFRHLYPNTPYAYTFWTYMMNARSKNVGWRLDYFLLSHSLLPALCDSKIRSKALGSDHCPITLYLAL
#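 Kinetic fluorescence read (525 ex/598 em nm, three reads 60 s apart) of AP-site incision; signal = third minus first read. Enzyme 0.75 nM, dual-labelled THF duplex 50 nM, compound preincubation 15 min RT.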
# POLI inh: qHTS for Inhibitors of Polymerase Iota; DNA polymerase iota (Homo sapiens), Q9UNA4; Pol iota fluorescent replication assay, 10 min; Potency, µM (doses to about 115 µM), inactives show at the highest dose activity, negative = inhibition, actives largely listed as inhibitors; hit rate 1% among 390,000; also: potency is read from the fitted curve at half-maximal effect
#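 Pol iota at 10 nM preincubated 15 min with compounds at room temperature; reaction started with fluorescent substrate, 50 nM final. Fluorescence read kinetically at 0 and 10 min; buffer-only wells as negative control.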
# TRHR agonist: qHTS for Small Molecule Agonists and Allosteric Enhancers of Human TRH Receptor: Primary Screen for Agonists; hit rate 0.18% among 360,000; TRHR cells, calcium flux fluo-8, FDSS agonist mode; activation, % at 2 µM; Thyrotropin-releasing hormone receptor (Homo sapiens), P34981; in the data active = activation above about 30%; also: 0% is about no effect
#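 Read-out: compound-evoked intracellular calcium rise in TRHR cells, fluo-8 dye, kinetic FDSS fluorescence at 1 s/cycle following a 10-cycle baseline. Cells cultured overnight before dye loading (30 min–1.5 h, RT).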
# 12-LOX inh: Primary qHTS assay for inhibitors of human arachidonate 12S-lipoxygenase (ALOX12): Round 2. Polyunsaturated fatty acid lipoxygenase ALOX12 (Homo sapiens), P18054. purified 12hLO, xylenol orange hydroperoxide absorbance. Potency, µM (titrated, usually from 108 µM), for inactives: top-dose activity change, negative = inhibition, most hits filed as inhibitors. hit rate 1.1% among 580,000; also: potency is read from the fitted curve at half-maximal effect; % is scaled to controls: 0 for no effect and ±100 for the full control effect
#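 Purified human 12hLO (150 nM final) in 25 mM Hepes, 0.01% Triton X-100, pH 7.0 was preincubated 15 min at room temperature with compound. Then 40 uM arachidonic acid was added, 30 min. Hydroperoxide was read by Fe-XO absorbance ratio 573/405 nm.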
# Pol kappa inh: qHTS for Inhibitors of Polymerase Kappa; DNA polymerase kappa (Homo sapiens), Q9UBT6; purified Pol kappa, fluorescent DNA synthesis assay, 10 min; Potency, µM (series often up to 107 µM), for the others: top-dose activity, negative = inhibition, hits mostly inhibitors; hit rate 0.53% among 400,000; AID 588579, 2011; also: potency is read from the fitted curve at half-maximal effect; % is scaled to controls: 0 for no effect and ±100 for the full control effect
#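 Inhibition of 10 nM Pol kappa is measured by a fluorescent read-out at 0 and 10 min following addition of 50 nM substrate (final), with a 15-min room-temperature compound preincubation.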
# BLM helicase inh: qHTS Assay for Inhibitors of Bloom's syndrome helicase (BLM) | recombinant BLM DNA unwinding, fluorescence dequenching | Potency, µM (top dose mostly 56.1 µM), inactives show top-dose activity change, negative = inhibition, hits mostly inhibitors | hit rate 0.2% among 350,000 | AID 2528, 2010;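 also: potency is read from the fitted curve at half-maximal effect; plate controls were vehicle for no effect and no enzyme for full effect; nearly all actives have a fitted effect of over 35% in size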
# POLB inh: qHTS Assay for Inhibitors of DNA Polymerase Beta | P06746 | Pol beta primer extension/strand displacement, fluorescence kinetic | Potency, µM (titrated, usually from 114 µM), for inactives: top-dose activity change, negative = inhibition, usual class: inhibitors | hit rate 1.3% among 340,000; also: potency is read from the fitted curve at half-maximal effect; % is scaled to controls: 0 for no effect and ±100 for the full control effect
#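 Enzyme-only controls used 10 nM Pol beta; buffer lacking enzyme served as negative control. Compound preincubated 15 min, then 50 nM substrate added; 0 and 10 min reads at room temperature.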
# ERG-DNA inh: qHTS for Small Molecule Inhibitors of the ERG Ets/DNA interaction | Transcriptional regulator ERG (Homo sapiens), P11308 | AID 624246, 2012 | hit rate 0.028% among 370,000 | Potency, µM (doses to about 76.9 µM), for inactives: at the top dose FP activity, negative = inhibition, most hits filed as inhibitors | fluorescence polarization, His-ERG Ets domain / labelled DNA; active = well fitted inhibition curve with a large enough effect in the polarisation, with a control signal flat; inconclusive = small, poorly fitted or top-dose-only effect, or effect the other way, or a change in a side signal; inactive = no such curve, though single readings can be large or run the other way; the % refers to the polarisation;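 also: polarization taken with two DNA probes labelled with fluorescein and Texas red; potency is read from the fitted curve at half-maximal effect; % of control where 0% means no effect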
# Target sequence (P11308 whole entry, looked up, the tested form may be a part): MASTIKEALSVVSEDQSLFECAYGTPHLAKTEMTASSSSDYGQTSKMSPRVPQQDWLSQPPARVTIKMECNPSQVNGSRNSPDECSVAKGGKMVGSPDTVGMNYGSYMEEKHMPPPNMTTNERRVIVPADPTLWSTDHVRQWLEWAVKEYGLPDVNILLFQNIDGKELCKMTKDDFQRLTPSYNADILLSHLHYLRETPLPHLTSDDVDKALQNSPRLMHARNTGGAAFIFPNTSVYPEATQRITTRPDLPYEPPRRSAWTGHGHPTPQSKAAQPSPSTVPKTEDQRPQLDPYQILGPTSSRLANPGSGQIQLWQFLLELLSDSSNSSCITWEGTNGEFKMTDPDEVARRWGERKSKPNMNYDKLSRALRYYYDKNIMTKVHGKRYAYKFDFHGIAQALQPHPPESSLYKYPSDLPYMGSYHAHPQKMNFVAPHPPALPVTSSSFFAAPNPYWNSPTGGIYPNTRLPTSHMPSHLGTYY
#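 His-tagged ERG Ets domain (1 uM in the protein solution; 300mM KCl, 50mM Tris-HCl, 1mM EDTA, 1mM DTT, pH 7.5) received compound, then a probe mix of 5 nM fluorescein-DNA and 100nM Texas-615-DNA. Fluorescence polarization was read for both dyes.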
# Apoferritin bind: qHTS Assay for Identification of Novel General Anesthetics | Ferritin light chain (Equus caballus), P02791 | apoferritin/1-aminoanthracene competitive binding, fluorescence | Potency, µM (titrated, usually from 77.5 µM), for the others: at the highest dose activity change, negative = displacement, most hits filed as inhibitors | hit rate 0.074% among 350,000; also: potency is read from the fitted curve at half-maximal effect; % is scaled to controls: 0 for no effect and ±100 for the full control effect; nearly all actives have a fitted effect of over 20% in size
# Target sequence (P02791 2-175 limits assumed): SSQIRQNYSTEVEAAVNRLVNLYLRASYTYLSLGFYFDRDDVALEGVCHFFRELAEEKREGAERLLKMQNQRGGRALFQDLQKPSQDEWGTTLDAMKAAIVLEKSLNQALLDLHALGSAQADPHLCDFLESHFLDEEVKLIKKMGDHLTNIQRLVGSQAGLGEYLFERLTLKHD
#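 Horse-spleen apoferritin (10 uM) in 50% saturated 1-aminoanthracene in PBS was incubated 10 min at room temperature with compound. Fluorescence (ex 380, em 535 nm) was normalized to free and bound 1-AMA, with concentration-response fitted by a four-parameter Hill equation.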
# An asterisk follows results filed as active; ? = inconclusive; / = no result given; & = joins results of further samples; [ ] = remark or other dose. Unless noted, calls follow the shape of the dose curve; as a rule, active = well fitted curve in the direction sought with a large enough effect; inconclusive = small, poorly fitted or top-dose-only effect, or another doubt; inactive = no such curve, though single readings can be large; an effect the other way counts as inactive or inconclusive.
SMILES	APE1 inh	POLI inh	TRHR agonist	12-LOX inh	Pol kappa inh	BLM helicase inh	POLB inh	ERG-DNA inh	Apoferritin bind
CN1CCN(c2ccccc2NC(=O)Cn2ncc3c([nH]c4ccccc43)c2=O)CC1	49%	20%	0.4	-19%	13%	1%	0%	1%	-8%
Cn1cc(Cl)c(/C=C(\C#N)S(=O)(=O)c2ccccc2)n1	-2%	25%	4.8	?	-4%	-2%	12%	12%	-4%
Cc1cc(OCC(=O)NCCCN2CCOCC2)c2c(C)cc(=O)oc2c1	12%	21%	0.0	-3%	4%	-8%	6%	-7%	-3%
COc1ccc(/C(O)=C2/C(=O)C(=O)N(CCCC(=O)O)C2c2ccc(OC)c(OC)c2)cc1 (centres undefined)	-6%	21%	-0.6	?	-2%	-2%	-3%	2%	-5%
O=C(NCCCN1CCN(c2ccc(F)cc2)CC1)c1cnn(-c2ccc(F)cc2)c1-n1cccc1	/	-20%	0.6	-23%	-11%	-1%	27%	12%	-1%
Cc1ccc(CN(Cc2cccn2-c2nnc(N3CCCC3=O)s2)C(=O)Nc2ccc(F)cc2)cc1	/	5%	0.9	-17%	0%	-8%	8%	9%	-1%
O=C(Cn1cc(S(=O)(=O)Cc2ccccc2F)c2ccccc21)NCc1ccccc1Cl	/	2%	0.4	?	-7%	-3%	?	7%	-1%
NC(=O)c1coc(-c2ccccc2)n1	1%	11%	-0.4	174%[activator]	4%	0%	17%	-11%	-5%
COc1cccc(N(CC(=O)NC2CCCCCC2)S(=O)(=O)c2ccccc2)c1	13%	25%	4.2	463%[activator]	-2%	-1%	9%	10%	-8%
COc1ccc(NC(C)=O)cc1CNC(=O)COc1c(C)c(C)cc(C)c1C	1%	4%	-0.5	4%	-10%	-5%	3%	-8%	-8%
Cc1sc2ncn(CC(=O)NCc3ccco3)c(=O)c2c1-c1ccccc1	7%	58%[activator]	-1.6	-28%	-6%	1%	-27%	13%	?
O=C(N/N=C/c1cccnc1)c1cc(-c2ccccc2OCc2ccccc2)n[nH]1	2%	51%[activator]	1.4	-3%	-31%	3%	79µM*	26%	-2%
COCCOC(=O)C1=C(C)OC(N)=C(C#N)C1c1ccco1 (centres undefined)	5%	32%[activator]	-1.0	0%	0%	2%	7%	-5%	30%[activator]
CCNC(=S)N(Cc1ccc(OC)cc1)C1CC(=O)N(c2ccc(OCC)cc2)C1=O (centres undefined)	-9%	-14%	1.0	?	-13%	-6%	5%	-3%	-9%
Fc1ccc(Oc2cc(N3CCOCC3)nc(-c3ccccc3)n2)c(F)c1	-2%	20%	0.6	0%	-3%	-9%	-8%	-6%	-5%
O=Cc1ccccc1OCc1nnsc1Cl	-7%	19%	0.0	-15%	-9%	-3%	?	22%	-20%
Cc1cc(C)cc(OCC(=O)Nc2nc(-c3ccccn3)cs2)c1	-9%	49%[activator]	-0.4	-17%	3%	/	/	3%	/
CCCCOC(=O)Nc1ccc(C(C)C)cc1	-2%	-1%	0.0	-3%	-17%	-3%	-8%	10%	-23%
CC(NC(=O)c1cc2c(=O)n(C)c3ccccc3c2n1C)c1ccc2c(c1)OCCO2 (centres undefined)	/	3%	/	1%[57.4 µM]	9%	/	/	-6%	/
CCN(Cc1ccccc1)C(=O)Cn1ncc2c(=O)oc3ccc(C)cc3c21	/	50%[activator]	0.3	-23%	-2%	-12%	29%	-2%	1%
O=C(NCCc1ccccc1)c1coc(=O)c(Br)c1	-3%	?	0.0	67%[activator]	0%	-2%	6%	0%	-3%
Cc1nn(CC(=O)N2CCN(c3cccc(C(F)(F)F)c3)CC2)c(=O)c2cccn12	36%	14%&26%	-0.3&1.0	1%&-18%	4%&5%	-6%&-4%	8%&2%	-1%&6%	-7%&40%
Cc1c(NC(=O)c2n[nH]c(=O)c3ccccc23)c(=O)n(-c2ccccc2)n1C	0%	20%	0.0	6%&-6%	8%	-2%	44%	5%	-9%
O=C(CO)N/N=C/c1ccccc1F	1%	41%[activator]	0.3	7%[57.4 µM]	-3%	1%	0%	/	-5%
CC(NC(=O)c1cc(F)c(F)cc1Cl)C1CC2CCC1C2 (centres undefined)	7%	20%	-0.8	-53%	-2%	-5%	34%	5%	-16%
CN(C(=O)COC(=O)c1cc(S(=O)(=O)N(C)C)ccc1Cl)C1CCS(=O)(=O)C1 (centres undefined)	9%	-8%	0.7	-14%	-7%	/	/	-7%	/
O=C(Cc1cccs1)N/N=C/c1ccc(OCc2ccccc2)cc1	0%	99%[activator]	0.3	-6%	-10%	-4%	-9%	-2%	-12%
CCN(CC)c1ccc(/C=N/NC(=O)c2ccoc2C)cc1	-4%	24%	-0.7	0%	-3%	-11%	0%	-1%	-13%
O=C(c1ccco1)N1CCN(c2c(-c3ccccc3)c3cc(Cl)ccc3[nH]c2=O)CC1	-10%	3%	1.0	?	-3%[60.1 µM]	-1%	0%	/	-4%
CC(C)CC(=O)NC(=S)Nc1ccc(CN2CCOCC2)cc1	-2%	8%	1.0	20%	4%	-1%	-1%	-5%	-7%
COc1cc(CO)ccc1OCC(=O)Nc1cccc2ccccc12	-2%	13%	-1.2	8%	-3%	-3%	-8%	?	-12%
O=C(c1ccc2ccccc2n1)N1CCN(c2ccccc2O)CC1	-3%	14%	-0.1	57%	-7%	-9%	0%	10%	?
CSc1cccc(NC(=O)Cn2cccc2)c1	5%	22%	/	13%	-5%	-3%	6%	2%	-20%
CCCCOC(=O)c1ccc(NC(=O)COC(=O)C2CSC3(C)CCC(=O)N23)cc1 (centres undefined)	49%	-18%	1.5	0%	-6%	/	/	2%	/
Fc1ccc(Nc2nc3ccccc3n3cnnc23)c(F)c1	/	24%	-0.5	-24%	8%	-3%	1%	4%	-4%
COc1ccc(N2CCN(C(=O)COC(=O)c3oc4ccc(OC)cc4c3C)CC2)cc1	12%	-3%	-0.5	-7%	-11%	/	/	-3%	/
O=S(=O)(Nc1ccc(-c2ccc(N3CCCCC3)nn2)cc1)c1ccc(OC(F)(F)F)cc1	/	-20%	0.2	-6%	-11%[60.1 µM]	-6%	-7%	-2%	-13%
CC(C(=O)Nc1ccccc1Sc1ccccc1)N(c1ccccc1)S(C)(=O)=O (centres undefined)	-6%	-15%	-0.4	-12%&180%	-22%	-7%	21%	14%	16%
COc1ccc(C2CC(=O)Oc3c(C(CCN4CCCC(C)C4)c4ccc(N(C)C)cc4)c(OC)cc(OC)c32)cc1 (centres undefined)	-9%&12%	0%&-4%	-0.3	-2%	-2%&2%	0%&1%	7%	-1%	-11%&-8%
C#CCN(C)CCCOc1ccc(Cl)cc1Cl	0%	-11%	-0.5	?	-13%[60.1 µM]	-8%	2%[57.1 µM]	11%	-2%

# Arranged by formula weight (lowest first): 3 of the compounds above.
SMILES	APE1 inh	POLI inh	TRHR agonist	12-LOX inh	Pol kappa inh	BLM helicase inh	POLB inh	ERG-DNA inh	Apoferritin bind
CSc1cccc(NC(=O)Cn2cccc2)c1	5%	22%	/	13%	-5%	-3%	6%	2%	-20%
CC(C(=O)Nc1ccccc1Sc1ccccc1)N(c1ccccc1)S(C)(=O)=O (centres undefined)	-6%	-15%	-0.4	-12%&180%	-22%	-7%	21%	14%	16%
O=S(=O)(Nc1ccc(-c2ccc(N3CCCCC3)nn2)cc1)c1ccc(OC(F)(F)F)cc1	/	-20%	0.2	-6%	-11%[60.1 µM]	-6%	-7%	-2%	-13%

# The list continues.
SMILES	APE1 inh	POLI inh	TRHR agonist	12-LOX inh	Pol kappa inh	BLM helicase inh	POLB inh	ERG-DNA inh	Apoferritin bind
Cc1ccc(C(=O)Nc2ccccc2N2CCN(C(=O)C(C)C)CC2)cc1C	-2%	7%	-0.2	-34%	-15%	-1%	5%	-1%	-13%
CCCOC(=O)/C=C/c1c(C)[nH]c(=O)[nH]c1=O	-12%	19%	-0.5	-4%	-11%	-4%	18%	-4%	0%
CCN(C(=O)CSc1nccn1C)c1cccc2ccccc12	9%	0%	-0.1	42%[activator]	11%	/	/	-2%	/
Cc1[nH]c2ccccc2c1/C=N/NC(=O)CNC(=O)c1ccco1	18%	169%[activator]	0.1	71%[activator]	-7%	-9%	16%	8%	-9%
Cc1ccc(-c2cnc(NC(=O)CCC(=O)N3CCCCC3)n2C)cc1	2%	20%	-0.7	0%	-11%	0%	12%	-6%	-12%
COc1cccc(NC(=O)Cn2c(-c3nonc3N)nc3ccccc32)c1	/	0%	0.4	-1%	-10%	-2%	-2%	-8%	-9%
C[C@]12c3[nH]c4ccc(Cl)cc4c3CCN1C(=O)[C@@H](CC(=O)NCc1cccc(C(F)(F)F)c1)C[C@@H]2C(=O)N1CCOCC1	-16%	?	/	-28%	-4%	/	/	1%	/
COc1cc(NC(=O)Cn2c(=O)n(Cc3ccco3)c(=O)c3oc4ccccc4c32)cc(OC)c1	/	-6%	0.9	-17%	-7%	3%	?	7%	-11%
Cc1c(C2=CCN(S(=O)(=O)c3ccc(CC(C)C)cc3)CC2)c2ccccc2n1CC(=O)N1CCCC1	/	?	-1.7	1%	-24%	-8%	-25%	?	44%
CCOCc1cc(CN2CCC(n3nccc3NC(=O)C3CC3)CC2)ccc1OC	-12%	8%	0.1	?	5%	2%	?	-16%	-8%
COc1ccc(NC(=O)c2cccn2-c2nnc(N3CCCCC3)s2)cc1Cl	/	?	-0.6	-12%	0%	-1%	-26%	6%	-11%

# Some of the compounds tested; rates above refer to the full screens.
